TRPC6 inh = mouse TRPC6 channel inhibition; Q61143; HEK293-TRPC6, membrane potential dye, ACh-evoked depolarization; active compounds read low; B-score at 10 µM; actives 1.1% (n = 310,000);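 active means B-score under library mean minus 3 SD, initial fluorescence not abnormally high, positive integrated signal ratio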;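 further: B-score derived from integrated fluorescence ratio over the kinetic read; more negative B-score means stronger inhibition of depolarization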
MrgX1 antag = blocks BAM8-22 activation of human MrgX1 receptor. Q96LB2. actives 1.3% (n = 310,000). AID 588676. B-score at 10 µM. MRGX1-HEK293 calcium flux, Fluo-4, BAM8-22 antagonism; active compounds read low;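 active means calcium-response B-score plate-corrected more than 3 library SD below zero, starting fluorescence within 5 deviations, no agonist response on first addition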;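 further: peak minus trough fluorescence over baseline after final BAM8-22 challenge near maximal dose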
TRPC4 agonist = TRPC4 (mouse) channel activation | actives 0.49% (n = 310,000) | HEK293 TRPC4beta/mu-opioid, Fluo4 calcium fluorescence; active compounds read high | B-score at 10 µM | Q9QUQ5 | AID 2237;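 active means B-score above 5 SD of library B-scores, and initial fluorescence ratio not above library mean plus 5 SD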;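 further: positive B-score marks a calcium rise read as TRPC4 activation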
Target sequence (Q9QUQ5 whole entry, looked up): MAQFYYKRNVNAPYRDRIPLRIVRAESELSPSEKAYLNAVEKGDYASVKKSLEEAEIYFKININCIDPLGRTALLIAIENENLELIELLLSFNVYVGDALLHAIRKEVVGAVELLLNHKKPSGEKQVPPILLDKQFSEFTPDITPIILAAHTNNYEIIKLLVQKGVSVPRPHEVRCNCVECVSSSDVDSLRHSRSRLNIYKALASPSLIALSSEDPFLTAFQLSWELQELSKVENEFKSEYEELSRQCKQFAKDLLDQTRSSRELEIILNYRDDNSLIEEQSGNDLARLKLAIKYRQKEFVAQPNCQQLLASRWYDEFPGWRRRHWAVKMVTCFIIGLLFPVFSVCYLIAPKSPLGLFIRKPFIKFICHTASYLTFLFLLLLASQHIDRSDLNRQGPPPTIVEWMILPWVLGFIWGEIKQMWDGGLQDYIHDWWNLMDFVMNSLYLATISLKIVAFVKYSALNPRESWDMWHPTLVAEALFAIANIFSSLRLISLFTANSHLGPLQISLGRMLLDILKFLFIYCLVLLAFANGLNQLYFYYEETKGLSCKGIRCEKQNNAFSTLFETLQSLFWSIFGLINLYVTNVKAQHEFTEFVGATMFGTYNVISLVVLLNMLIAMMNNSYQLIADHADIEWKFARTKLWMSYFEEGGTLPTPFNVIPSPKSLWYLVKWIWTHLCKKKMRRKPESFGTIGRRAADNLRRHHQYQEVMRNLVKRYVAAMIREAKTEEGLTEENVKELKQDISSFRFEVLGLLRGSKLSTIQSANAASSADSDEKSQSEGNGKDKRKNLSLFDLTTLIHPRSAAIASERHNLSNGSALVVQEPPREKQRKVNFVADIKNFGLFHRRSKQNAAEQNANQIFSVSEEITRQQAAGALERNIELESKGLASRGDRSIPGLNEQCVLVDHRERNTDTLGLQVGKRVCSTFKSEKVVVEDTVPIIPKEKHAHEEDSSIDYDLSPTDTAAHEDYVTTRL
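Assay system: HEK293 stable line with TRPC4beta plus mu-opioid receptor; schedule: 45 min room-temperature Fluo4 loading, 110 s read; technique: kinetic Fluo4 calcium fluorescence; evaluation: integrated baseline-normalised fluorescence ratio, converted to per-well B score; controls: buffer (low) and maximal DAMGO (high)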
HIF act = HIF pathway transcriptional activation. actives 0.32% (n = 300,000). U2OS HRE-luciferase reporter, luminescence; normalized: DMSO 0%, desferrioxamine 100%. AID 1910. activation, % at 7.5 µM (by protocol);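 active means mean activation of at least 10% of the iron chelator positive control signal, with at least half of replicates also reaching 10%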
KLF5 inh = kruppel-like factor 5 inhibition. DLD-1 KLF5 promoter-luciferase reporter, luminescence. inhibition, % at 5 µM. actives 0.23% (n = 290,000). AID 1700;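 active means inhibition above a per-plate limit of that plate's mean compound inhibition plus 3 SD, cut at about 60% in these data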;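 further: 0% = DMSO wells and 100% = LY294002 at 200 µM; higher means less KLF5 promoter-driven luciferase light; inactives centre near -14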
SKKanGAS inh = blocks kanamycin growth of S. pyogenes SKKanGAS strain. AID 1662. actives 1.3% (n = 300,000). BacTiter-Glo, 6 h. inhibition, % at 7.5 µM;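 active means mean replicate score, as percent of positive control median, at least 50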;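 further: strain carries kanamycin resistance gene driven by streptokinase promoter and grows in 40 µg/ml kanamycin; loss of luminescence reflects streptokinase promoter inhibition or plain growth inhibition; 0% = median of DMSO wells and 100% = positive control at its reference dose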
TRPC4 inh = inhibitors of mouse TRPC4 channel; actives 0.39% (n = 300,000); Q9QUQ5; B-score at 10 µM; HEK293 TRPC4beta/mu-opioid, DAMGO-evoked Fluo4 calcium flux; active compounds read low;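 active means B-score over 3 SD under the library average, no early fluorescence shift, positive overall ratio signal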
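test system = HEK293 cells with stable TRPC4beta plus mu-opioid receptor expression | detection = Fluo4 Ca2+ flux fluorescence | read-out = integrated fluorescence ratio relative to baseline, converted to per-well B score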
IEC-6 cytotox = IEC-6 cytotoxicity, counter-screen for KLF5 inhibitors | luminescence viability | inhibition, % at 5 µM | actives 0.78% (n = 290,000); in the data active means inhibition above about 22%;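 further: 0% = plate median of test compound wells and 100% = cytotoxic reference compound wells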
TRPC6 activator = activators of mouse TRPC6 channel; Q61143; HEK293-TRPC6 membrane potential dye fluorescence; active compounds read high; B-score at 10 µM; actives 0.13% (n = 310,000); AID 2550;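 active means B-score of the integrated fluorescence ratio above library mean plus 3 SD, and starting fluorescence ratio within library mean plus 5 SD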;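 further: higher score means more depolarization so channel activation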
TRPC4 PAM = TRPC4 (mouse) allosteric potentiation; Q9QUQ5; HEK293 TRPC4beta/mu-opioid, DAMGO EC20, Fluo-4 Ca2+ flux; active compounds read high; B-score at 10 µM; actives 0.42% (n = 310,000); AID 2227;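 active means B-score of calcium response area above 5 SD of library B-scores, with initial fluorescence ratio within 5 SD of library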;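 further: B-score of integrated fluorescence ratio over time as area under calcium response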
aSyn 5UTR inh = 5' untranslated region of α-synuclein, MLPCN primary screen. alpha-synuclein 5'UTR reporter, inhibitor activity. inhibition, % (tested at 7.5 µM). actives 0.82% (n = 300,000); in the data active means inhibition above about 60%;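 further: H4 neuroglioblastoma cells stably carrying SNCA 5'UTR luciferase fusion; 0% = DMSO wells and 100% = positive control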
* = called active by the depositor.

For O=C(c1ccco1)N1CCN(CCCCOc2cccc3ccccc23)CC1 the results were TRPC6 inh inactive, MrgX1 antag inactive, TRPC4 agonist inactive, HIF act -2.0, KLF5 inh 2, SKKanGAS inh 2, TRPC4 inh inactive, IEC-6 cytotox 2, TRPC6 activator inactive, TRPC4 PAM inactive and aSyn 5UTR inh 26.
`CC(C)(C)N(Cc1ccccc1)C(=O)CSc1nc2ccccc2c(=O)[nH]1` gave TRPC6 inh inactive, MrgX1 antag inactive, TRPC4 agonist inactive, HIF act 0.3, KLF5 inh 2, SKKanGAS inh 8, TRPC4 inh inactive, IEC-6 cytotox 1, TRPC6 activator inactive, TRPC4 PAM inactive and aSyn 5UTR inh -18.
`C=CCSc1nnc2c(n1)OC(c1cccnc1)N(C(C)=O)c1ccccc1-2` (stereo unspecified) gave TRPC6 inh inactive, MrgX1 antag inactive, TRPC4 agonist inactive, HIF act -0.6, KLF5 inh 5, SKKanGAS inh -4, TRPC4 inh inactive, IEC-6 cytotox 4, TRPC6 activator inactive, TRPC4 PAM inactive and aSyn 5UTR inh 1.
`CSc1nnc2c3cc(C)ccc3n(Cc3ccccc3)c2n1` gave TRPC6 inh inactive, MrgX1 antag inactive, TRPC4 agonist inactive, HIF act 0.4, KLF5 inh -21, SKKanGAS inh 0, TRPC4 inh inactive, IEC-6 cytotox 5, TRPC6 activator inactive, TRPC4 PAM inactive and aSyn 5UTR inh 54.
COc1ccc(-n2nc(C)cc2Nc2ccccc2C(=O)O)cc1 was read as TRPC6 inh inactive, MrgX1 antag inactive, TRPC4 agonist inactive, HIF act -0.1, KLF5 inh -8, SKKanGAS inh 1, TRPC4 inh inactive, IEC-6 cytotox 2, TRPC6 activator inactive, TRPC4 PAM inactive and aSyn 5UTR inh -2.
CCCCC1=CC2=CC(=O)C(C)(OC(=O)CC)C(=O)C2=CN1c1ccccc1 (stereo unspecified) was read as TRPC6 inh inactive, MrgX1 antag inactive, TRPC4 agonist inactive, HIF act -0.8, SKKanGAS inh 11, TRPC4 inh inactive, TRPC6 activator inactive, TRPC4 PAM inactive and aSyn 5UTR inh -30.
COc1ccc(-c2cn3c4c(sc3n2)CCCC4)cc1 was read as TRPC6 inh inactive, MrgX1 antag inactive, TRPC4 agonist inactive, HIF act -0.4, KLF5 inh -118, SKKanGAS inh -18, TRPC4 inh inactive, IEC-6 cytotox 3, TRPC6 activator inactive, TRPC4 PAM inactive and aSyn 5UTR inh 18.
c1coc(-c2nc3ccccc3nc2-c2ccco2)c1 was read as TRPC6 inh inactive, MrgX1 antag inactive, TRPC4 agonist inactive, HIF act -0.5, KLF5 inh -6, SKKanGAS inh -12, TRPC4 inh inactive, IEC-6 cytotox -19, TRPC6 activator inactive, TRPC4 PAM inactive and aSyn 5UTR inh -41.
`CCOC(=O)N1CCN(C(=O)C2CCN(S(C)(=O)=O)CC2)CC1` gave TRPC6 inh inactive, MrgX1 antag inactive, TRPC4 agonist inactive, HIF act 0.2, KLF5 inh -9, SKKanGAS inh -1, TRPC4 inh inactive, IEC-6 cytotox 1, TRPC6 activator inactive, TRPC4 PAM inactive and aSyn 5UTR inh -7.
O=C(CS(=O)(=O)Cc1ccccc1)N1CCN(c2ccccc2F)CC1 was read as TRPC6 inh inactive, MrgX1 antag inactive, TRPC4 agonist inactive, HIF act 0.8, KLF5 inh -14, SKKanGAS inh 1, TRPC4 inh inactive, IEC-6 cytotox 4, TRPC6 activator inactive, TRPC4 PAM inactive and aSyn 5UTR inh -20.
O=C(Nc1ccccc1N1CCN(C(=O)c2ccc(Cl)cc2)CC1)c1cc(Br)ccc1Cl was read as TRPC6 inh inactive, MrgX1 antag inactive, TRPC4 agonist inactive, HIF act -0.3, KLF5 inh -26, SKKanGAS inh 29, TRPC4 inh inactive, IEC-6 cytotox 1, TRPC6 activator inactive, TRPC4 PAM inactive and aSyn 5UTR inh 6.
O=C(NCc1ccc(N2CCCC2=O)cc1)c1cnccn1 was read as TRPC6 inh inactive, MrgX1 antag inactive, TRPC4 agonist inactive, HIF act -0.2, KLF5 inh -7, SKKanGAS inh 16, TRPC4 inh inactive, IEC-6 cytotox -3, TRPC6 activator inactive, TRPC4 PAM inactive and aSyn 5UTR inh 5.
`COc1ccc(OC)c(NC(=O)COC(=O)c2c3c(nc4ccccc24)CCCC3)c1` gave TRPC6 inh inactive, MrgX1 antag inactive, TRPC4 agonist inactive, HIF act -0.3, KLF5 inh -5, SKKanGAS inh 12, TRPC4 inh inactive, IEC-6 cytotox 8, TRPC6 activator inactive, TRPC4 PAM inactive and aSyn 5UTR inh 12.
`Cc1cc(C)nc(SCC(=O)Nc2ccc3c(c2)OCO3)n1` gave TRPC6 inh inactive, MrgX1 antag inactive, TRPC4 agonist inactive, HIF act -0.9, KLF5 inh -8, SKKanGAS inh 16, TRPC4 inh inactive, IEC-6 cytotox -8, TRPC6 activator inactive, TRPC4 PAM inactive and aSyn 5UTR inh -7.
For O=C(NCc1ccccc1)C1CCN(S(=O)(=O)c2cc([N+](=O)[O-])ccc2Cl)CC1 the results were TRPC6 inh inactive, MrgX1 antag inactive, TRPC4 agonist inactive, HIF act -0.1, KLF5 inh 9, SKKanGAS inh 3, TRPC4 inh inactive, IEC-6 cytotox 4, TRPC6 activator inactive, TRPC4 PAM inactive and aSyn 5UTR inh -67.
`CC(C)CNC(=O)c1cc(-c2ccco2)on1` gave TRPC6 inh inactive, MrgX1 antag inactive, TRPC4 agonist inactive, HIF act 5.4, KLF5 inh -116, SKKanGAS inh -2, TRPC4 inh inactive, IEC-6 cytotox 3, TRPC6 activator inactive, TRPC4 PAM inactive and aSyn 5UTR inh -137.
For CCC(CO)(CO)N(CC(=O)Nc1ccc(OC)cc1)CC(=O)Nc1ccc(OC)cc1 the results were TRPC6 inh inactive, MrgX1 antag inactive, TRPC4 agonist inactive, HIF act -0.1, KLF5 inh 8, SKKanGAS inh -2, TRPC4 inh inactive, IEC-6 cytotox 0, TRPC6 activator inactive, TRPC4 PAM inactive and aSyn 5UTR inh -8.
Screening Cc1cc(C)cc(SCc2noc(C(=O)NC(C)C)c2C(=O)NC(C)C)c1 returned TRPC6 inh inactive, MrgX1 antag inactive, TRPC4 agonist inactive, HIF act -0.4, KLF5 inh 3, SKKanGAS inh 2, TRPC4 inh inactive, IEC-6 cytotox -2, TRPC6 activator inactive, TRPC4 PAM inactive and aSyn 5UTR inh -8.
COC(=O)CN(c1ccccc1)S(=O)(=O)c1ccccc1 was read as TRPC6 inh inactive, MrgX1 antag inactive, TRPC4 agonist inactive, HIF act -0.2, KLF5 inh 9, SKKanGAS inh 0, TRPC4 inh inactive, IEC-6 cytotox 4, TRPC6 activator inactive, TRPC4 PAM inactive and aSyn 5UTR inh 5.
For O=[N+]([O-])c1ccc(OCCCn2cncn2)cc1 the results were TRPC6 inh inactive, MrgX1 antag inactive, TRPC4 agonist inactive, HIF act -2.0, KLF5 inh -52, SKKanGAS inh -1, TRPC4 inh inactive, IEC-6 cytotox -2, TRPC6 activator inactive, TRPC4 PAM inactive and aSyn 5UTR inh -2.
Screening S=C(Nc1ccc(-c2nc3ccccc3[nH]2)cc1)Nc1cccnc1 returned TRPC6 inh inactive, MrgX1 antag inactive, TRPC4 agonist inactive, HIF act 1.0, KLF5 inh -100, SKKanGAS inh 5, TRPC4 inh inactive, IEC-6 cytotox 4, TRPC6 activator inactive, TRPC4 PAM inactive and aSyn 5UTR inh -50.
Screening Cc1ccc(O)c(C(=O)c2cnc3c(c2)CN(C)C(=O)N3)c1 returned TRPC6 inh inactive, MrgX1 antag inactive, TRPC4 agonist inactive, HIF act 2.5, KLF5 inh 23, SKKanGAS inh -8, TRPC4 inh inactive, IEC-6 cytotox 3, TRPC6 activator inactive, TRPC4 PAM inactive and aSyn 5UTR inh -34.
CCCCN(C(=O)CCC(=O)Nc1cc(C)on1)C(C(=O)NC1CCCC1)c1cccc(OC)c1 (stereo unspecified) was read as TRPC6 inh inactive, MrgX1 antag inactive, TRPC4 agonist inactive, HIF act -0.3, KLF5 inh -32, SKKanGAS inh 2, TRPC4 inh inactive, IEC-6 cytotox 7, TRPC6 activator inactive, TRPC4 PAM inactive and aSyn 5UTR inh 3.
For COc1ccc(NC(=O)C2CCN(S(=O)(=O)c3ccc(N4CCCC4=O)cc3)CC2)cc1OC the results were TRPC6 inh inactive, MrgX1 antag inactive, TRPC4 agonist inactive, HIF act -0.3, KLF5 inh -2, SKKanGAS inh -6, TRPC4 inh inactive, IEC-6 cytotox 7, TRPC6 activator inactive, TRPC4 PAM inactive and aSyn 5UTR inh 17.
`O=C(Nc1ccccn1)NC1CCS(=O)(=O)C1` (stereo unspecified) gave TRPC6 inh inactive, MrgX1 antag inactive, TRPC4 agonist inactive, HIF act -0.2, KLF5 inh -15, SKKanGAS inh 1, TRPC4 inh inactive, IEC-6 cytotox -1, TRPC6 activator inactive, TRPC4 PAM inactive and aSyn 5UTR inh 17.
O=C(Nc1nnc(-c2ccncc2)o1)c1ccccc1 was read as TRPC6 inh inactive, MrgX1 antag inactive, TRPC4 agonist inactive, HIF act -2.3, KLF5 inh -12, SKKanGAS inh -7, TRPC4 inh inactive, IEC-6 cytotox 9, TRPC6 activator inactive, TRPC4 PAM inactive and aSyn 5UTR inh -55.
`CCn1c(SCC(=O)C(C)(C)C)nnc1-c1ccccc1OC` gave TRPC6 inh inactive, MrgX1 antag inactive, TRPC4 agonist inactive, HIF act -0.6, KLF5 inh 9, SKKanGAS inh 4, TRPC4 inh inactive, IEC-6 cytotox 8, TRPC6 activator inactive, TRPC4 PAM inactive and aSyn 5UTR inh 24.
For CC(=O)c1cccc(NC(=O)N2CCCC2C(=O)Nc2cccc(C)c2)c1 (stereo unspecified) the results were TRPC6 inh inactive, MrgX1 antag inactive, TRPC4 agonist inactive, HIF act 0.3, KLF5 inh -2, SKKanGAS inh 1, TRPC4 inh inactive, IEC-6 cytotox 1, TRPC6 activator inactive, TRPC4 PAM inactive and aSyn 5UTR inh 13.
Screening CCCc1nn(C)c(C(=O)Nc2cccc(C)c2)c1Cl returned TRPC6 inh inactive, MrgX1 antag inactive, TRPC4 agonist inactive, HIF act 2.2, KLF5 inh -40, SKKanGAS inh -3, TRPC4 inh inactive, IEC-6 cytotox 4, TRPC6 activator inactive, TRPC4 PAM inactive and aSyn 5UTR inh -123.
`CCOC(=O)c1cnc2cc(-c3ccc(Br)cc3)nn2c1C` gave TRPC6 inh inactive, MrgX1 antag inactive, TRPC4 agonist inactive, HIF act 1.0, KLF5 inh -47, SKKanGAS inh 3, TRPC4 inh inactive, IEC-6 cytotox 5, TRPC6 activator inactive, TRPC4 PAM inactive and aSyn 5UTR inh -131.

Compound activity: PubChem BioAssay, several laboratories
